Bioassay records deposited in PubChem BioAssay by Vanderbilt High Throughput Screening Facility.
GluA2 TARP mod = GluA2-stargazin AMPA receptor complex modulation | HEK293 GluA2+stargazin, membrane potential dye (FDSS), glutamate EC50; hits were called plate by plate, in both directions | O88602+P19491 | calls only at 30 µM | actives 3.5% (n = 40,000);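 active = any of four per-well response measures lying three or more SD from its plate-wide compound average, in either direction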
Target sequence (O88602 whole entry, looked up): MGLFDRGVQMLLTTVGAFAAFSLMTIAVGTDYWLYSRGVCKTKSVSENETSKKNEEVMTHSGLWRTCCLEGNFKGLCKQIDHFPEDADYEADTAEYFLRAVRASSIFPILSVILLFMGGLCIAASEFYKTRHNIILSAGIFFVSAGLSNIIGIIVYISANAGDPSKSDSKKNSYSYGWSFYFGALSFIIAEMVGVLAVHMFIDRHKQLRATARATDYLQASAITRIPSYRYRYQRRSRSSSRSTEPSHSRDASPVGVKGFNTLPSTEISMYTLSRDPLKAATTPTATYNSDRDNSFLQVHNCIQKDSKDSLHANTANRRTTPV
Target sequence (P19491 whole entry, looked up): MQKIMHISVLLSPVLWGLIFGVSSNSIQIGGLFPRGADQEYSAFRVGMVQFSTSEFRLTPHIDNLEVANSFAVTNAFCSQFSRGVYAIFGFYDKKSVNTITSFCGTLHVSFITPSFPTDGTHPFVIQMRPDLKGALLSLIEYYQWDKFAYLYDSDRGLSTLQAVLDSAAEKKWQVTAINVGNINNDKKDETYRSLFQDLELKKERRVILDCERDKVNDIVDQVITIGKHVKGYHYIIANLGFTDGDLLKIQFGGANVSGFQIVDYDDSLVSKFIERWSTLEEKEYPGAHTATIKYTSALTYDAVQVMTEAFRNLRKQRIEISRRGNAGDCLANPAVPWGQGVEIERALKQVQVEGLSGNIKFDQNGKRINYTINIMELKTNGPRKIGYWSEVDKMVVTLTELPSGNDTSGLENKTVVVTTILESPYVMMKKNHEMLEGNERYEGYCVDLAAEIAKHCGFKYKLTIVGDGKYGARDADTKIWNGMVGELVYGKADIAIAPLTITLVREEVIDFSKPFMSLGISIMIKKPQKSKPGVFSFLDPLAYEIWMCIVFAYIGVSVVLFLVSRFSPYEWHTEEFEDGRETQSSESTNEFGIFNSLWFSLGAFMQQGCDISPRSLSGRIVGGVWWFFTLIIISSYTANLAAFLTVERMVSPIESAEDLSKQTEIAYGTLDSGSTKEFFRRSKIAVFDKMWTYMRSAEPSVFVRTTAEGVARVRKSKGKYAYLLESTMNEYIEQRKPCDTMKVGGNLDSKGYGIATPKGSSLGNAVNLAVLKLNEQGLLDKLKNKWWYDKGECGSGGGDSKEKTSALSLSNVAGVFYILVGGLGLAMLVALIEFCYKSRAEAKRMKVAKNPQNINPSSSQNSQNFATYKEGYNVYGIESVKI
GluA2 TARP mod agonism max-min = further read-out of GluA2 TARP mod, marked with its call; compound max-min signal; compound-alone response (agonism);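 unitless range of fluorescence divided by baseline over first 100 seconds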
GluA2 TARP mod glutamate slope = recorded beside GluA2 TARP mod, whose call it bears; glutamate slope, % of max; measured here: glutamate response slope, % max;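 scaled per plate between vehicle wells and maximal 1 mM glutamate control wells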
Active calls of the source: *; i = inactive; + = active, no number. The list is partial; the hit share may differ from the screen's.

SMILES	GluA2 TARP mod	GluA2 TARP mod agonism max-min	GluA2 TARP mod glutamate slope
CCCCNc1oc(-c2ccc(S(=O)(=O)N(C)Cc3ccccc3)cc2)nc1C#N	i	0.127	77.8
CCOC(=O)C(=O)N1CCC(Cn2cccn2)CC1	i	0.106	50.2
CC(O)CNC(=O)C(=O)NCCC1=CCCCC1 (configuration not stated)	i	0.155	47.2
COc1ccccc1CCNC(=O)CSc1cc(N2CCOCC2)ncn1	i	0.0817	66.4
Cc1ccoc1C(=O)Nc1ccc(C(N)=O)cc1	i	0.0932	57.0
COc1ccccc1NC(=O)c1csc(NS(=O)(=O)c2cccs2)n1	i	0.0775	49.1
Cc1ccc(-c2cc(=O)n(CC(=O)N3CCN(c4ccccc4Cl)CC3)cn2)cc1	i	0.0961	46.3
CCn1ccnc1N1CCN(C(=O)c2c(F)cccc2F)CC1	i	0.0777	57.7
O=C(C1CCCC1)N(CC1CCCO1)c1nc2c(Cl)cccc2s1 (configuration not stated)	i	0.096	46.1
CNC(=O)Cn1cc(OC)c(=O)cc1CSc1ncccn1	i	0.0724	56.3
COc1cccc2sc(=NC(=O)c3cc(C)no3)n(C)c12	+	0.181*	47.4*
COc1ccc(S(=O)(=O)N2CCN(c3ccc4nnc(C)n4n3)CC2)cc1OC	i	0.121	35.3
O=S(=O)(c1ccccc1)c1nnn2c1nc(NNc1ccccc1)c1ccccc12	i	0.127	49.1
COc1ccc(C(=O)Cn2c(N(C)C)nc3c2c(=O)n(C)c(=O)n3C)cc1	i	0.109	66.4
COc1ccc(-c2ccc(N3CCN(C(=O)c4ccccc4F)CC3)nn2)cc1OC	i	0.0464	31.7
O=C(Cn1cccc(-c2nc(-c3ccc(Br)cc3)no2)c1=O)Nc1ccccc1	i	0.109	50.1
CS(=O)(=O)c1ccc(Nc2nc(CC(=O)Nc3nc4ccccc4s3)cs2)cc1	i	0.136	48.7
O=C(c1ccc(Cl)c(S(=O)(=O)N2CCCCC2)c1)N1CCN(c2ccc(F)cc2)CC1	i	0.043	73.4
Cc1ccc(-c2csc(NC(=O)COc3cc(C)ccc3C(C)C)n2)cc1	i	0.0758	29.6
Cc1ccc(-c2ccc(SCC(=O)Nc3nc(C)cs3)nn2)c(C)c1	i	0.031	50.8
NC(=O)C1CCN(C(=O)c2ccc3c(=O)n(Cc4ccccc4Cl)c(=S)[nH]c3c2)CC1	i	0.122	60.0
O=C(c1ccno1)N(CCN1CCOCC1)c1nc2ccccc2s1	i	0.0505	37.6
COc1ccc(C)cc1Nc1nc(C(=O)Nc2cc(OC)c(OC)c(OC)c2)cs1	i	0.133	47.8
Cc1nn(C2CCS(=O)(=O)C2)c(C)c1CC(=O)Nc1cccc(NS(C)(=O)=O)c1 (configuration not stated)	i	0.151	55.7
Cc1cc(O)c(C(c2ccc3c(c2)OCO3)c2c(O)cc(C)n(C)c2=O)c(=O)n1C	i	0.0465	52.9
COc1cn2c(cc1=O)C(=O)N(CCNC(=O)c1ccc(-c3ccccc3)cc1)CC2	i	0.0814	63.6
O=C(Cc1ccccc1)N1CCN(c2ccccn2)CC1	i	0.0704	36.3
COc1ccccc1NC(=O)N1CCN(c2ncnc3c2nnn3C)CC1	i	0.0573	44.9
CCc1ccccc1NC(=O)C(=O)NCC1CCN(Cc2ccccc2)CC1	i	0.0509	61.2
Cc1ccc(Cn2c(C3CC(=O)N(c4cccc(C)c4)C3)nc3ccccc32)cc1 (configuration not stated)	i	0.104	64.5
CC(=O)NCCc1nc2ccccc2n1CCCOc1cccc2ccccc12	i	0.0804	76.9
Cc1ccc(-n2nc3c(c2NC(=O)C(=O)N2CCC(C(N)=O)CC2)CS(=O)(=O)C3)c(C)c1	i	0.0693	93.3
O=C(Nc1ccccc1F)c1cc(N2C(=O)CCS2(=O)=O)ccc1Cl	i	0.136	77.6
CSc1ccc(CC(=O)Nc2nc3c(F)cc(F)cc3s2)cc1	i	0.088	60.1
CCOc1ccccc1C(=O)NCCC(O)c1ccccc1 (configuration not stated)	i	0.0759	56.6
O=C(NCCS(=O)(=O)NCc1ccccc1)c1ccccc1	i	0.0948	56.2
CCCS(=O)(=O)N1CCN=C1SCc1cccc(F)c1	i	0.0798	50.4
COc1ccccc1OCC(O)Cn1c(C2CC(=O)N(c3ccccc3)C2)nc2ccccc21 (configuration not stated)	i	0.0924	50.0
Cc1nc(-c2cccs2)c(CCC(=O)Nc2ccc3c(c2)OCCO3)s1	i	0.117	64.4
CC(=O)Nc1ccc(OCC(O)CN(c2ccc(Br)cc2)S(C)(=O)=O)cc1 (configuration not stated)	i	0.118	63.8
CCOC(=O)CNC(=O)CSc1nnc(Cc2c(C)[nH]c(=O)[nH]c2=O)o1	i	0.0871	52.9
O=C(COc1ccccc1)N1CCC(CNC(=O)C2(c3ccccc3)CCOCC2)CC1	i	0.0798	58.5
CNC(=O)Cc1ccc(NC(=O)CCc2ccc(OC)cc2)cc1	i	0.0878	66.2
COc1ccc(S(=O)(=O)Nc2nc(C(=O)NCc3cccs3)cs2)cc1	i	0.0566	36.8
COc1ccc(NC(=O)NCCn2nc(-c3ccc(OC)c(OC)c3)ccc2=O)cc1	i	0.0864	34.8
Cc1cc(C(=O)Nc2onc3c2CSC3)no1	i	0.116	56.9
CCCc1nnsc1C(=O)NCC1CCN(C(=O)c2cc3ccccc3o2)CC1	i	0.05	33.1
C=CCn1c(=O)c2c(nc3n(-c4ccc(OC)cc4)c(C)c(C)n23)n(C)c1=O	i	0.14	79.4
CCOC(=O)C1=C(COCCN)NC(C)=C(C(=O)OC)C1c1ccccc1Cl (configuration not stated)	i	0.0996	63.7
COc1ccc(C2SCCN2S(=O)(=O)c2ccc3cccc4c3c2CC4)cc1Br (configuration not stated)	i	0.0582	47.0
O=C(Nc1nc2c(Cl)cccc2s1)c1ccno1	i	0.146	62.4
O=S(=O)(N1CCOCC1)N1CCN(c2ccccc2F)CC1	i	0.0899	56.3
CCCn1c(=O)c2c(nc3n2CC(C)CN3c2ccccc2OC)n(C)c1=O (configuration not stated)	+	0.0591*	47.1*
CCn1c(=O)c2c(nc3n(-c4ccc(OC)cc4OC)c(C)c(C)n23)n(C)c1=O	i	0.102	66.6
Cn1c(-c2ccccc2)nn(CCNC(=O)Nc2ccccc2C(F)(F)F)c1=O	i	0.118	80.9
O=C1CCc2cc(NC(=O)NCc3cccc4ccccc34)ccc2N1	i	0.0856	60.4
CCOC(=O)C1CCCN(S(=O)(=O)CCNC(=O)c2ccccc2)C1 (configuration not stated)	i	0.102	64.9
O=C(NCc1ccccc1Cl)c1nnn(-c2ccccc2)c1CSc1ncccn1	i	0.0738	60.3
COc1ccccc1C(=O)NCC1CCN(c2ccccn2)CC1	i	0.0603	46.0
COc1ccc(S(=O)(=O)Nc2ccc3c(c2)CCCN3S(C)(=O)=O)cc1	i	0.0808	59.6
(cont.)
SMILES	GluA2 TARP mod	GluA2 TARP mod agonism max-min	GluA2 TARP mod glutamate slope
CS(=O)(=O)c1ccc(CC(=O)Nc2nc(-c3cc(Cl)sc3Cl)cs2)cc1	i	0.105	56.4
COCCn1c(=O)c2c(nc3n(-c4ccccc4F)c(-c4ccccc4)cn23)n(C)c1=O	i	0.0747	49.2
Cc1ccc(NC(=O)Cn2nc(-c3ccc(Cl)cc3)ccc2=O)cc1Cl	i	0.0467	54.3
Cn1cccc1C(CNS(=O)(=O)c1ccccc1)N1CCCC1 (configuration not stated)	i	0.0667	48.2
CCN(C(=O)CSc1ncc(S(=O)(=O)c2ccc(C)c(Cl)c2)c(=O)[nH]1)c1cccc(C)c1	i	0.0844	74.2
Cc1cccc(N2CC(c3nc4ccccc4n3CC(=O)N3CCCCCC3)CC2=O)c1 (configuration not stated)	i	0.0671	51.2
Cc1c(NC(=O)CCN2C(=O)c3ccccc3C2=O)c(=O)n(-c2ccccc2)n1C	i	0.0884	38.2
O=C(CSc1ccccc1)Nc1ccc2ncsc2c1	i	0.0608	51.9
COC(=O)C1CCN(C(=O)c2nn(-c3ccc(F)cc3)cc2OCc2ccccc2)CC1	i	0.0388	51.6
COc1ccccc1-n1ccn(Cc2nc(-c3cccc(F)c3)no2)c(=O)c1=O	i	0.0964	58.9
COc1ccc(SCC(=O)Nc2nc3ccc4sc(C)nc4c3s2)cc1	i	0.0811	63.5
CCCS(=O)(=O)N1CCN(Cc2nnnn2-c2ccc(Cl)cc2)CC1	i	0.0615	61.2

A different layout for part of the listing above.
Results follow in this order: GluA2 TARP mod | GluA2 TARP mod agonism max-min | GluA2 TARP mod glutamate slope
> COc1ccc(S(=O)(=O)Nc2ccc3c(c2)CCCN3S(C)(=O)=O)cc1
 : i | 0.0808 | 59.6
> CS(=O)(=O)c1ccc(CC(=O)Nc2nc(-c3cc(Cl)sc3Cl)cs2)cc1
 : i | 0.105 | 56.4
> COCCn1c(=O)c2c(nc3n(-c4ccccc4F)c(-c4ccccc4)cn23)n(C)c1=O
 : i | 0.0747 | 49.2
> Cc1ccc(NC(=O)Cn2nc(-c3ccc(Cl)cc3)ccc2=O)cc1Cl
 : i | 0.0467 | 54.3
> Cn1cccc1C(CNS(=O)(=O)c1ccccc1)N1CCCC1 (configuration not stated)
 : i | 0.0667 | 48.2
> CCN(C(=O)CSc1ncc(S(=O)(=O)c2ccc(C)c(Cl)c2)c(=O)[nH]1)c1cccc(C)c1
 : i | 0.0844 | 74.2
> Cc1cccc(N2CC(c3nc4ccccc4n3CC(=O)N3CCCCCC3)CC2=O)c1 (configuration not stated)
 : i | 0.0671 | 51.2
> Cc1c(NC(=O)CCN2C(=O)c3ccccc3C2=O)c(=O)n(-c2ccccc2)n1C
 : i | 0.0884 | 38.2
> O=C(CSc1ccccc1)Nc1ccc2ncsc2c1
 : i | 0.0608 | 51.9
> COC(=O)C1CCN(C(=O)c2nn(-c3ccc(F)cc3)cc2OCc2ccccc2)CC1
 : i | 0.0388 | 51.6
> COc1ccccc1-n1ccn(Cc2nc(-c3cccc(F)c3)no2)c(=O)c1=O
 : i | 0.0964 | 58.9
> COc1ccc(SCC(=O)Nc2nc3ccc4sc(C)nc4c3s2)cc1
 : i | 0.0811 | 63.5
> CCCS(=O)(=O)N1CCN(Cc2nnnn2-c2ccc(Cl)cc2)CC1
 : i | 0.0615 | 61.2

The list continues.
SMILES	GluA2 TARP mod	GluA2 TARP mod agonism max-min	GluA2 TARP mod glutamate slope
CCOC(=O)C1C(=O)CC(C)(O)C(C(=O)OCC)C1c1cccs1 (configuration not stated)	i	0.0258	42.7
COc1ccc(C(=O)Nc2ccc3c(c2)CCC(=O)N3Cc2ccccc2)c(OC)c1OC	i	0.0735	43.9
O=C(CS(=O)(=O)Cc1ccccc1)Nc1nc(-c2ccc3c(c2)CCCC3)cs1	i	0.0989	38.5
CC12C=CC(O1)C1C(=O)N(c3ccc(N4CCOCC4)cc3)C(=O)C12 (configuration not stated)	i	0.0519	42.6
CC1=C(C(=O)Nc2cccc(C(F)(F)F)c2)C(c2cccc([N+](=O)[O-])c2)C2=C(CCCC2=O)N1 (configuration not stated)	i	0.0824	46.5
CC(=O)Cn1c(=O)c2c(nc3n(-c4cc(Cl)ccc4C)c(-c4ccccc4)cn23)n(C)c1=O	i	0.0429	64.0
Cc1cccc(C(=O)Nc2ccc([N+](=O)[O-])cn2)c1	i	0.125	7.8
CC(C)c1nnc(NC(=O)/C=C/c2cccs2)s1	i	0.0981	64.4
CCOC(=O)c1ccccc1OC(=O)CS(=O)c1ccc(C(F)(F)F)cc1[N+](=O)[O-] (configuration not stated)	i	0.109	47.1
COc1cc(C(C)=O)ccc1OCC(=O)NCCOc1cccc(C(F)(F)F)c1	i	0.119	60.6
Cc1cc(=O)oc2cc(OCC(=O)c3ccc(Cl)c(Cl)c3)ccc12	i	0.0474	48.5
Cc1c(Cl)cccc1-n1nnc(C(=O)N(C)C2CCS(=O)(=O)C2)c1C (configuration not stated)	i	0.0562	60.3
O=C(Nc1cc(Cl)ccc1Cl)c1ccc(=O)n(Cc2cccc([N+](=O)[O-])c2)c1	i	0.0749	50.9
COc1cc2cc(CNc3ccc(C)cc3)c(=O)n(CC(=O)Nc3cc(F)ccc3F)c2cc1OC	i	0.126	48.0
COc1ccc(NC(=O)Cn2cnc3c(sc4ncccc43)c2=O)cc1OC	i	0.122	46.0
Cn1c(C(F)(F)F)nn(CCNC(=O)/C=C/c2ccc3c(c2)OCO3)c1=O	i	0.0899	58.4
NC(=O)c1ccsc1NC(=O)C1CCCCC1	i	0.0664	50.7
Cc1ccc(NC(=O)C(=O)NCCN2CCN(c3ccc(Cl)cc3)CC2)cc1C	i	0.113	63.2
C=CCN1CC(c2nc3ccccc3n2Cc2ccc(F)cc2)CC1=O (configuration not stated)	i	0.113	42.6
CCCCc1ccc(NC(=O)CNC(=O)c2cn(C)nc2OC)cc1	i	0.102	57.6
CCOc1cc(C)ccc1S(=O)(=O)N1CCCC1	i	0.0796	63.5
Cc1cc(N2CCCCC2)nc(N2CCN(C(=O)Cc3ccccc3)CC2)n1	+	0.155*	48.9*
CC1(C)c2sc(=O)[nH]c2SC2C3CC(C4C(=O)N(CC(=O)O)C(=O)C34)C21 (configuration not stated)	i	0.0384	57.0
CC(C)(C)c1cc(C(F)(F)F)c(C#N)c(SCC(=O)NCc2ccccc2)n1	i	0.0678	65.5
CN(C)c1ccc(C(=S)N2CCN(C(=S)c3ccc(F)cc3)CC2)cc1	i	0.0874	57.7
NC(=O)c1ccccc1NC(=O)c1ccc(=O)n(Cc2cccc([N+](=O)[O-])c2)c1	i	0.0798	52.6
O=C(CS(=O)(=O)c1ccc2c(c1)S(=O)(=O)N=CN2)N1CCN(c2ccccc2F)CC1	i	0.057	56.8
CC(=O)Cc1nsc(NC(=O)c2cc(-c3ccc([N+](=O)[O-])cc3)oc2C)n1	+	0.149*	47.2*
O=C(CCN1C(=O)c2ccccc2S1(=O)=O)NCCC1=CCCCC1	i	0.0648	42.4
Cc1nc2cc(NC(=O)C3CCCN(c4cc(-n5cccn5)ncn4)C3)ccc2s1 (configuration not stated)	i	0.0737	60.9
COc1ccc(S(=O)(=O)Nc2nc(CCC(=O)Nc3ccc4c(c3)OCCO4)cs2)cc1	i	0.0884	60.5
COc1ccc(Nc2cc(C)nc3c(-c4ccccc4OC)cnn23)cc1	i	0.0897	62.8
COCCNc1nc2c(c(=O)[nH]c(=O)n2C)n1CC(=O)O	i	0.0577	33.1
